Arrestin-AP2 inh: human beta-arrestin and AP2 interaction inhibition; FITC-arrestin peptide / GST-AP2 beads, flow cytometry; AP2 beta2 appendage carries R879A mutation; inhibition, % at 10 µM; actives 0.31% (n = 340,000);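 active = inhibition above a set limit, near 3 SD of compounds lacking own fluorescence, cut at about 54% in these data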;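 also: plate controls were DMSO wells for no effect and 5 µM unlabelled arrestin peptide for full effect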
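System: GST-AP2 R879A bound to glutathione beads, E. coli-expressed. Also added: 50 nM FITC-arrestin peptide. Schedule: compound with beads 12 min RT, then probe 1 h RT. Signal: bead flow cytometry, FITC channel. Read-out basis: percent response.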
Pemphigus Ab inh: blocks pemphigus antibody binding to human desmoglein-3 | P32926 | DSG3-coupled beads, scFv-anti-DSG3-GFP binding, flow cytometry; active compounds read low | binding (percent of control), % at 10 µM | actives 0.48% (n = 310,000) | AID 588358;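 active = binding more than 3 SD below its plate's average and above zero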;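 also: hits lower antibody fragment binding to DSG3; some compounds called inactive have numbers as strong as hits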
Target sequence (P32926 whole entry, looked up, the tested form may be a part): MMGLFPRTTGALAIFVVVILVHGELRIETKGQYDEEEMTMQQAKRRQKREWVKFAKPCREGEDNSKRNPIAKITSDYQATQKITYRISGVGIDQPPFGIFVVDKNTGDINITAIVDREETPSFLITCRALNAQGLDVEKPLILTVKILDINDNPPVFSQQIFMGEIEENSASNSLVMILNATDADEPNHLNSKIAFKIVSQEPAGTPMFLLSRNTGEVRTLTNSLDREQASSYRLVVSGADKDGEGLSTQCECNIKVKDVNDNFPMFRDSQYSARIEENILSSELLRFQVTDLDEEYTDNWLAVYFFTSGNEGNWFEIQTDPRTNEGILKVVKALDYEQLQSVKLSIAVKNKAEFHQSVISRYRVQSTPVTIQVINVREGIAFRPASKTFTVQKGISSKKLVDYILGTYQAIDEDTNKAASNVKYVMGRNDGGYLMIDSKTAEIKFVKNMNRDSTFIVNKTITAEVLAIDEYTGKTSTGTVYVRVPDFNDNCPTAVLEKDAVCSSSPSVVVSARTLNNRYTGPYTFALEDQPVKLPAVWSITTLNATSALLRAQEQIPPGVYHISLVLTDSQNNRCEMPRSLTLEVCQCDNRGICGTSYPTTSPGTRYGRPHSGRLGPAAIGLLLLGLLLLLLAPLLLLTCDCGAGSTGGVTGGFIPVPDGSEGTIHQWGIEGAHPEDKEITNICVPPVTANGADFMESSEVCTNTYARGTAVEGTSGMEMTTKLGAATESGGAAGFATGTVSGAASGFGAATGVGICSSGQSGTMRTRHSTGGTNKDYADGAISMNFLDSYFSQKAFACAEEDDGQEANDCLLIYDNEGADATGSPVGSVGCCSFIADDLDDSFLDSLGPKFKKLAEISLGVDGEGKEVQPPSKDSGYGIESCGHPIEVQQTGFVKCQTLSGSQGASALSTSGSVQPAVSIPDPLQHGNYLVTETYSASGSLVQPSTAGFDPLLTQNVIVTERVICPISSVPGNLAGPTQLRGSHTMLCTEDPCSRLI
OPRM1-OPRD1 ag: OPRM1-OPRD1 heterodimerization agonism | actives 0.3% (n = 340,000) | AID 504326 | activation, % at 9.3 µM | P35372+P41143 | cells, luminescence; in the data active = activation above about 18%;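 also: 0% = vehicle-treated cells and 100% = reference agonist; values of inactives mirror those of a sister screen read the other way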
phage Ecoli inh: E. coli growth loss with phage present; AID 651602; inhibition, % at 11.9 µM; actives 0.26% (n = 360,000); growth absorbance; in the data active = inhibition above about 11%
OPRM1-OPRD1 inv: inverse agonists of human mu-delta opioid receptor heterodimerization; P35372+P41143; cell-based MOR-DOR heterodimer luminescence, inverse agonism; inhibition, % at 9.3 µM; actives 0.21% (n = 340,000); AID 504357; in the data active = inhibition above about 22%, passing the limit was not always enough;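 also: 0% = cells with DMSO and 100% = wells without cells with DMSO; values of inactives mirror those of a sister screen read the other way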
Tat transport: E. coli Tat transport inhibition. E. coli MC4100 TorA-mCherry Tat export, fluorescence. inhibition, % at 10 µM. actives 0.036% (n = 340,000);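 active = mean replicate inhibition at least 50% and at least half of replicates individually reaching 50%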;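 also: exported cargo escapes ClpAP degradation while cytoplasmic cargo is degraded and loses fluorescence; 0% = median of neutral control wells and 100% = median of NaSCN control wells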
Mot1-301 SUMO: SUMOylation pathway inhibition by Mot1-301 growth rescue; growth rescue, % at 18.8 µM; actives 1% (n = 320,000); AID 2716; S. cerevisiae Mot1-301 growth rescue, ATP luminescence, 38.5C; percent above DMSO median, 100 means doubled;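 active = every valid replicate shows activation above 250% relative to neutral control wells; inactive = the rest, any valid replicate at or below 250%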;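 also: OY570 slx delta 5 strain wells were the positive control but not used for scaling; some compounds called inactive have numbers as strong as hits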
PfHsp90 yeast 2: reduces growth (ATP signal) of yeast expressing P. falciparum Hsp90; S. cerevisiae expressing PfHsp90, BacTiter-Glo ATP, 48 h; yeast lacking PDR1 and PDR3 efflux regulators; actives 0.32% (n = 310,000); AID 504621; inhibition, % at 9.4 µM;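 active = every replicate shows inhibition above about 80%, whatever the replicate mean, limit read from the data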;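 also: 0% = DMSO neutral controls and 100% = 20 µM radicicol positive controls; yeast relying on Plasmodium falciparum Hsp90 in place of its own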
AddAB inh: less growth of phage-infected E. coli with AddAB; AID 435030; E. coli expressing H. pylori AddAB, absorbance growth; actives 0.29% (n = 330,000); inhibition, % at 11.9 µM; in the data active = inhibition above about 12%;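 also: 0% = vehicle wells of infected cells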
E coli growth: bacterial growth inhibition, counter-screen for AddAB inhibitors; E. coli V3065 growth, OD600 absorbance, 18 h; inhibition, % at 11.9 µM; actives 0.27% (n = 330,000); AID 449728;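 active = inhibition above the campaign's mean inhibition across all tested compounds plus 3 SD, cut at about 9.9% in these data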;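 also: uninfected addAB+ strain grown without phage in ampicillin broth; 0% = DMSO wells and 100% = ciprofloxacin 0.95 µg/ml wells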
PKA-R1A activ: PKA-R1A complex activation; PKA-R1A dissociation, Cy5-IP20 fluorescence polarization; scaled: DMSO 0%, 113 µM cGMP 100%; actives 0.083% (n = 340,000); P00514+P68181; activation, % at 11.4 µM; AID 504707;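 active = percent activation above the mean of all tested compounds plus 3 SD, cut at about 19% in these data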;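 also: higher means more PKAc released from R1A so a rise in polarization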
Active calls of the source: *; nt = no result given. An unsorted share of the library. Share with any hit: about 2.8%.

SMILES	Arrestin-AP2 inh	Pemphigus Ab inh	OPRM1-OPRD1 ag	phage Ecoli inh	OPRM1-OPRD1 inv	Tat transport	Mot1-301 SUMO	PfHsp90 yeast 2	AddAB inh	E coli growth	PKA-R1A activ
C=C(C)C(COc1c2occc2cc2ccc(=O)oc12)OC(C)(C)C(O)COc1c2occc2cc2ccc(=O)oc12 (centres undefined)	21	111	-2.1	2.3	12	0	nt	8	-1.6	-2.4	-10
O=c1c(-c2ccc(O)cc2)coc2c([C@@H]3O[C@H](CO)[C@@H](O)[C@H](O)[C@H]3O)c(O)ccc12	0	99	0.0	2.8	0	-6	15	24	0.6	1.2	-14
O=C(N/N=C/c1coc2ccc(Cl)cc2c1=O)c1ccncc1	37	97	-1.4	-1.9	7	-5	-22	-1	nt	nt	0
CCOc1ccc(OCCN2C(=O)c3ccccc3C2=O)cc1	-5	104	-0.3	1.6	2	7	-28	-19	-0.1	-1.4	5
CCOc1ccccc1CN1CCCC(CNC(=O)Cc2ccc(OC)cc2)C1 (centres undefined)	24	118	-3.0	0.4	15	2	13	0	1.2	-0.5	-14
CCOc1ccc(CN(CC)C(=O)Cc2c[nH]c3ccccc23)cc1OC	14	108	-1.1	2.1	6	1	88	-9	4.2	3.0	-4
CC(c1ccco1)N(C(=O)c1ccc(Cl)c([N+](=O)[O-])c1)c1ccccn1 (centres undefined)	10	nt	0.8	2.5	-6	-2	-6	-42	0.7	-1.4	-10
COC(=O)c1[nH]c2cccc(OC)c2c1NC(=O)CN1CCOCC1	6	114	-2.2	1.8	12	-1	190	-3	2.2	1.9	-7
COc1cc(/C=N/NC(=O)C(=O)NCC2CCCO2)ccc1O (centres undefined)	0	99	-4.5	0.1	24	17	-18	-3	4.8	0.1	-15
CN(c1ccccc1)c1ccc(/C=N/N2CCOCC2)cc1	19	96	0.7	3.7	-4	8	75	19	-2.1	-0.4	-6
CCOc1ccccc1N(C)S(=O)(=O)c1ccc2c(c1)CCN2C(=O)CCC(=O)O	23	102	-2.2	-0.8	10	6	-10	-31	-3.5	0.2	-2
CC1CCN(C(=O)COC(=O)c2ccc3c(c2)OCO3)CC1	-1	112	0.2	3.7	-1	-3	64	nt	0.7	0.5	-5
O=C(CN(Cc1ccc2c(c1)OCO2)C(=O)CNS(=O)(=O)c1ccccc1)NCc1ccco1	-6	102	-1.2	1.8	6	4	305	-16	5.9	-0.6	8
CC(C(=O)c1ccccc1)[n+]1cccc(Br)c1 (centres undefined)	-13	89	-2.8	0.7	14	2	16	27	-1.3	0.3	3
CSc1ncccc1C(=O)N1CCCC(CCC(=O)NCc2ccccc2F)C1 (centres undefined)	2	107	-0.5	2.5	4	4	-16	2	2.2	-3.5	-7
CCOc1ccc(NC(=O)Cn2nnc(-c3ccc(C(N)=O)cc3)n2)cc1S(=O)(=O)N1CCCC1	6	104	3.9	2.2	-25	-1	nt	-5	nt	nt	-1
CCOc1ccc(C(=O)N2CCN(S(=O)(=O)c3ccc4c(c3)OCCO4)CC2)cc1OCC	-2	103	1.3	2.5	-8	-1	nt	nt	nt	nt	-13
Cc1cccc(OCC(=O)Nc2ccc3c(c2)OCCO3)c1	5	69	-0.6	2.7	3	-3	-8	19	-1.6	-1.6	1
CCCOc1ccc(C(=O)NCCCn2ccnc2)cc1	4	104	-1.2	1.8	7	-4	48	19	0.2	1.2	-4
CC(=O)Nc1ccc(N=Cc2ccc(OCc3ccccc3)cc2)cc1	-7	104	-0.1	4.2	1	3	-15	-12	-1.8	0.7	0
COc1cccc(/C=N/NC(=O)CNC(=O)/C=C\c2ccccc2)c1O	9	103	-4.0	1.6	21	-8	8	-28	0.8	-3.3	-4
CCC(C)(C)NC(=O)C(c1cccnc1)N(C(=O)c1csnn1)c1ccc(C)cc1 (centres undefined)	20	96	-2.2	2.2	11	1	33	1	-1.2	-0.6	1
COc1ccc(NCCC(O)c2ccc(Cl)cc2)cc1 (centres undefined)	-14	99	-2.6	0.6	12	-10	33	-13	2.2	0.5	-9
c1ccc(CCc2ccccc2-c2nc(-c3ccccn3)no2)cc1	40	103	2.4	1.4	-13	2	-5	-44	0.2	1.2	6
O=C(COC(=O)c1ccc(Cl)nc1)Nc1ncc(Cl)cc1Cl	2	115	-2.8	0.5	14	0	nt	nt	0.8	1.4	-4
CCCCCOc1ccc(CN2CCOCC2)cc1Cl	-1	109	5.9	2.6	-32	1	83	25	-0.3	0.4	-11
Cc1cc(O)c(N=Nc2ccc(C(=O)O)cc2)cc1C	4	100	-1.9	-0.2	10	-13	nt	-18	nt	nt	-3
CCN(Cc1ccccc1)C(=O)c1oc2ccc(S(=O)(=O)N3CCOCC3)cc2c1C	2	108	-0.9	2.1	5	7	-12	23	1.0	-1.5	3
Cc1cccc(N(CC(=O)N/N=C/c2ccc(C(=O)O)cc2)S(=O)(=O)c2ccccc2)c1C	-1	102	nt	0.2	nt	nt	-7	nt	1.1	0.8	nt
O=C1CN(C(=O)c2ccccc2Br)C(c2ccc(F)cc2)c2cc(F)ccc2N1 (centres undefined)	12	110	-0.4	0.4	2	17	-11	-19	0.6	-2.3	-11
Cc1ccccc1OCCC(=O)OCC(=O)Nc1ccc(N2CCOCC2)cc1	-15	100	-1.3	1.8	9	4	17	-13	-0.9	2.1	0
COC(=O)C(=Cc1ccc(-c2ccsc2C(=O)OC)o1)C(=O)OC	9	107	-3.9	-1.6	19	-2	-11	19	-0.7	-0.7	-16
Cc1nn2c(NCc3cccnc3)c3c(nc2c1-c1ccccc1)CCC3	-5	109	-3.5	-1.8	17	-4	12	6	1.6	0.7	-5
CC(C)(C)C(=O)Nc1ccc(Cc2ccncc2)cc1	-6	100	-3.6	4.2	18	-2	-1	6	2.0	-0.1	1
O=C(Nc1cccc(C(=O)N2CCN(Cc3ccccc3)CC2)c1)c1ccccc1	-1	102	0.1	-3.2	0	7	-13	-22	0.1	-0.7	3
CCCCCCCC1CC(/C(C)=N/NC(N)=O)OC1=O (centres undefined)	2	97	-2.4	4.2	13	-1	-3	11	0.5	0.1	-10
COc1ccc(S(=O)(=O)N2CCC(C(=O)N3CCCC3)CC2)cc1	4	108	-2.5	2.4	11	-1	24	6	0.5	-1.2	-3
COc1ccc(NC(=O)/C(Cl)=C(/Cl)S(=O)(=O)Cc2ccccc2)cn1	-4	114	-5.3	1.7	22	-2	nt	-22	nt	nt	-4
COc1ccc(/C=C2\C(=O)c3ccccc3OC2c2ccccc2)cc1 (centres undefined)	31	112	1.4	3.2	-7	-3	-4	-8	-0.3	1.3	-11
O=C(CCNC(=O)c1ccc(Cl)cc1)Nc1ccc(S(=O)(=O)N2CCCCC2)cc1	-7	98	-1.4	3.0	9	-2	-6	-14	-1.4	-1.0	4
Cc1cccc(C(=O)N/C(=C\c2ccc(C)o2)C(=O)O)c1	-7	100	-1.4	0.8	8	2	9	-14	-0.2	-0.7	-8
COC(=O)[C@@H]1C[C@]2(Br)c3ccccc3N(S(=O)(=O)c3ccccc3)[C@@H]2N1C(=O)OC	-2	95	-2.8	0.4	13	-9	-4	10	2.8	1.5	7
Cc1ccnc2nc(C(=O)Nc3nnc(CC(C)C)s3)nn12	-1	113	-1.6	2.4	7	-1	0	-15	3.7	-0.6	-2
CCc1cc(C(=O)N2CCCc3ccccc32)sc1C	-12	104	0.8	-0.6	-4	-1	-3	4	0.6	0.2	-1
Cc1c(NS(=O)(=O)c2cc(C(=O)NCCc3ccc(F)cc3)cc(Cl)c2Cl)c(=O)n(-c2ccccc2)n1C	45	102	-0.2	2.1	2	-3	nt	5	nt	nt	-2

Another view of some results above:
Values run as follows: Arrestin-AP2 inh | Pemphigus Ab inh | OPRM1-OPRD1 ag | phage Ecoli inh | OPRM1-OPRD1 inv | Tat transport | Mot1-301 SUMO | PfHsp90 yeast 2 | AddAB inh | E coli growth | PKA-R1A activ
> COC(=O)[C@@H]1C[C@]2(Br)c3ccccc3N(S(=O)(=O)c3ccccc3)[C@@H]2N1C(=O)OC
 : -2 | 95 | -2.8 | 0.4 | 13 | -9 | -4 | 10 | 2.8 | 1.5 | 7
> Cc1ccnc2nc(C(=O)Nc3nnc(CC(C)C)s3)nn12
 : -1 | 113 | -1.6 | 2.4 | 7 | -1 | 0 | -15 | 3.7 | -0.6 | -2

Other results:
SMILES	Arrestin-AP2 inh	Pemphigus Ab inh	OPRM1-OPRD1 ag	phage Ecoli inh	OPRM1-OPRD1 inv	Tat transport	Mot1-301 SUMO	PfHsp90 yeast 2	AddAB inh	E coli growth	PKA-R1A activ
O=C(CSc1ccc2c(c1)OCCO2)NC(=O)Cc1ccccc1	0	106	-0.8	4.7	4	-3	-3	5	2.2	0.4	0
Cc1ccc(C(=O)NCCSC2CCCCC2)cc1S(=O)(=O)Nc1ccccc1	-2	104	1.2	2.3	-7	5	6	13	3.0	2.3	-10
COC(=O)c1ccc2c(=O)n(CCCCCC(=O)NCc3ccc4c(c3)OCO4)c(=O)[nH]c2c1	8	92	-2.0	3.6	10	-6	-5	7	-3.4	-0.2	-1
COC(CN1C(=O)C(=O)/C(=C(/O)c2ccccc2)C1c1ccccn1)OC (centres undefined)	-11	84	-1.1	2.5	7	3	-19	-2	5.1	1.6	-3
CCN1C(=O)C(CC(=O)Nc2c(C)cccc2C)SC1=Nc1ccc(S(N)(=O)=O)cc1 (centres undefined)	2	98	-2.5	0.9	10	-3	-6	10	3.0	-0.1	-15
O=C(COC(=O)c1ccccc1O)NC(=O)NCc1ccccc1	9	111	-1.2	5.9	6	4	nt	6	nt	nt	-11
CC(C)C(NS(=O)(=O)c1cccs1)C(=O)NCc1ccc2c(c1)OCO2 (centres undefined)	0	104	-3.0	4.2	15	3	0	16	0.7	-0.6	1
CC(C)CN1CCC(=O)N([C@H](CO)Cc2ccccc2)CC1	5	108	0.0	1.8	0	-2	-21	13	3.7	-1.0	-5
Cc1cccc(CN2CCC(CNC(=O)Nc3ccccc3F)CC2)c1	-3	92	-1.3	3.8	7	-8	nt	1	nt	nt	-3
COc1ccc(S(=O)(=O)Cc2ccc(C(=O)N3CCN(C4CCCCC4)CC3)o2)cc1	13	104	-0.3	nt	2	3	233	24	3.3	-3.5	10
CCN(C(=O)COC(=O)c1cc(=O)[nH]c2ccccc12)c1c(N)n(Cc2ccccc2)c(=O)[nH]c1=O	1	99	0.4	1.1	-2	7	nt	nt	nt	nt	-8
CCSC1=NC(C)(C)C=C(C)N1	23	106	-1.4	0.4	7	-3	-8	nt	4.5	-3.8	1
COc1ccc(Cl)cc1S(=O)(=O)N1CCCC(C(=O)NCC(N)=O)C1 (centres undefined)	5	nt	0.7	-1.4	-3	-3	14	0	0.8	0.1	2
CCN1CCN(C(c2cccs2)C(C)NC(=S)NC2CCCCC2)CC1 (centres undefined)	2	91	0.6	1.7	-3	0	7	-7	-0.4	0.5	-8

Screening data from PubChem.
